TNAP inh hi DEA: inhibitors of human TNAP at high phosphate acceptor concentration; purified TNAP, CDP-star luminescence, 1 M DEA; P05186; 0.03% of 200,000 active; inhibition, % at 20 µM;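 active = over 50% inhibition of tissue-nonspecific alkaline phosphatase at 20 µM in the single-dose screen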;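 also: plate controls were DMSO wells for no effect and EDTA-quenched wells as full inhibition for full effect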
Target sequence (P05186 whole entry, looked up): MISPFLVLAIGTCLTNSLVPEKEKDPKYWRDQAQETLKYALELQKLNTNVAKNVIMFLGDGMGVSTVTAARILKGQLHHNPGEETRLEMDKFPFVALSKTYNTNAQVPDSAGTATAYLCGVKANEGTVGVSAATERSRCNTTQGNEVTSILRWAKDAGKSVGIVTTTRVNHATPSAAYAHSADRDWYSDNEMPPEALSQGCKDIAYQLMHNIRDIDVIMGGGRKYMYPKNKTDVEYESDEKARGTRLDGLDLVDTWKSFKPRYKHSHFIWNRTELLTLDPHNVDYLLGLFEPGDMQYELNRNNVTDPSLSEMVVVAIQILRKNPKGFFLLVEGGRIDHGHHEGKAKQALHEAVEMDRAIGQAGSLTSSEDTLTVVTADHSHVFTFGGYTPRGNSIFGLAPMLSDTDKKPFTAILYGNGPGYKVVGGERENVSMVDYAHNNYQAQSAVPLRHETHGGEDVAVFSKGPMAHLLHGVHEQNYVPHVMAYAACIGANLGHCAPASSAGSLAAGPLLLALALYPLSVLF
bIAP inh: intestinal alkaline phosphatase (bovine) inhibition; purified bovine IAP, CDP-star luminescence, 30 min; inhibition, % at 20 µM; 190,000 tested, under 10 active;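 active = over 50% inhibition of intestinal alkaline phosphatase at 20 µM in the single-dose screen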
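Assay system – bovine IAP enzyme · Quantity – bovine IAP at 1/65,000,000 final dilution · Detection – CDP-star luminescence signal · Times – 30 min reaction at room temperature · Also added – CDP-star substrate at 30 µM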
Lmaj promast: Leishmania major promastigote growth inhibition; Leishmania major promastigotes, resazurin fluorescence viability; inhibition, % at 10 µM; 9% of 200,000 active; in the data active = inhibition above about 50%;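 also: promastigotes grown with compound for 44 hours at 28 °C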
PMI act hi M6P: activators of human phosphomannose isomerase at near-saturating mannose 6-phosphate; 0.34% of 190,000 active; activation factor at 20 µM; coupled PMI enzyme assay, resazurin fluorescence, 20 min; active compounds read high; 1 = untreated enzyme, 0 = substrate-free blank;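 active = activation factor of 2 or more at 20 µM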
Target sequence (P34949 whole entry, looked up): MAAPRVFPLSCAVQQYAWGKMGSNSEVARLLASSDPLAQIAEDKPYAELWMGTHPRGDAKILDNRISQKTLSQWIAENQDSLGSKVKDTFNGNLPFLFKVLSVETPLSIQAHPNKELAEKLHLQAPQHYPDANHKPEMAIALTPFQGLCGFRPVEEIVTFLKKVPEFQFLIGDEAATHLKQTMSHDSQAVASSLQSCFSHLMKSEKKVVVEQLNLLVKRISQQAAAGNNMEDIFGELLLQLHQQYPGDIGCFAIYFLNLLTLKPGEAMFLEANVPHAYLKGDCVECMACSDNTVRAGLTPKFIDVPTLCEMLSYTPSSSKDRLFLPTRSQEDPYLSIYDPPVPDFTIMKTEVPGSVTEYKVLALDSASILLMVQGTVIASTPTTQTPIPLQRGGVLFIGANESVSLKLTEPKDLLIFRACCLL
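Technique: Diaphorase-driven resazurin-to-resorufin fluorescence, excitation 544, emission 590 nm | Assay system: Human PMI in coupled enzyme assay | Times: Enzyme reaction with compound 20 min at room temperature | Medium: HEPES-buffered pH 7.4 with magnesium and detergent | Reagent: Mannose-6-phosphate 1.0 mM (near-saturating) plus 0.22 mM NADP+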
TNAP act hi DEA: activators of human TNAP at high phosphate acceptor concentration | P05186 | purified TNAP, CDP-star luminescence, 1 M DEA, 30 min; active compounds read high; 0 = EDTA background, 1 = DMSO-only activity | activation factor at 20 µM | 200,000 tested, under 10 active;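 active = activation factor at least 2 at 20 µM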
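Measured by: Luminescent substrate turnover signal | Test system: Human TNAP | Input: TNAP 1/800 final | Dosing: 20 µM single point | Schedule: 30 min, room temperature | Controls: EDTA wells as negative control, DMSO wells as positive control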
Diaphorase act: counter-screen for diaphorase-based assays: diaphorase activators and chemical reducers; AID 1229; Diaphorase/resazurin coupled assay, resorufin fluorescence, 16 min; active compounds read high; 1 = vehicle wells, 0 = NADH-free wells; 0.005% of 190,000 active; activation factor at 20 µM;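 active = diaphorase activity raised at least twofold by the compound at 20 µM; inactive = activation factor below 2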
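Material: Clostridium kluyveri diaphorase, purified enzyme; Quantity: enzyme 0.07 U/mL final; Medium: HEPES pH 7.4 buffer with MgCl2 and Tween 20; Dosing: single compound dose of 20 µM, 1% DMSO final; Schedule: 16 min reaction at room temperature; Measured by: red resorufin fluorescence at 544/590 nm excitation/emission.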
bIAP act: intestinal alkaline phosphatase (bovine) activation. purified bovine IAP, CDP-star luminescence, 30 min; active compounds read high; fold of DMSO-control signal, blank-subtracted. 0.17% of 200,000 active. activation factor at 20 µM;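 active = activation factor of 2 or more at 20 µM, a signal rise over negative controls twice the positive control's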
PMI activator: phosphomannose isomerase (human) activation; AID 1214; activation factor at 20 µM; purified human PMI, coupled resazurin fluorescence, 20 min; active compounds read high; 1 = vehicle control, 0 substrate-free wells; 0.005% of 190,000 active; P34949;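 active = activation factor of 2 or more at 20 µM, relative to plate controls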
Diaphorase inh: inhibits diaphorase or chemically oxidizes, flagging diaphorase assay artifacts; inhibition, % at 20 µM; 0.69% of 190,000 active; diaphorase resazurin-to-resorufin fluorescence, NADH, 16 min; bacterial (C. kluyveri) enzyme, not human;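 active = primary screen inhibition at 20 µM above a set limit, cut at about 50% in these data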;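 also: plate controls were DMSO with full reaction for no effect and wells lacking NADH for full effect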
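controls = No-NADH positive control and DMSO neutral control | system = Clostridium kluyveri diaphorase enzyme | timing = reaction incubation of 16 min at room temperature | signal = resorufin fluorescence 544/590 nm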
TNAP inh no acc: blocks human TNAP activity with no phosphate acceptor present. P05186. purified TNAP, CDP-star luminescence, 30 min. inhibition, % at 20 µM. 0.26% of 200,000 active;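 active = tissue-nonspecific alkaline phosphatase inhibition above about 50% at 20 µM in the single-dose screen, limit read from the data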;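 also: 0% = DMSO negative control and 100% = EDTA positive control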
Active calls of the source: *; / = not tested or not shown.

Below each compound – TNAP inh hi DEA	bIAP inh	Lmaj promast	PMI act hi M6P	TNAP act hi DEA	Diaphorase act	bIAP act	PMI activator	Diaphorase inh	TNAP inh no acc
#1 COc1ccc(N(C(=O)c2cc3ccccc3oc2=O)C2C=CS(=O)(=O)C2)cc1 (configuration not stated)
    0	-7	-6	1.1	1	1	1.1	1	-3	-2
#2 Cc1cc2c(c(=O)o1)C1(C(=O)N(C)c3ccccc31)C(C#N)=C(N)O2 (configuration not stated)
    -8	3	-9	1.2	1.1	1.1	1	1.1	-14	-5
#3 O=C(Cc1ccc(Br)cc1)Nc1ccc(Cl)cc1
    1	10	0	1	1	0.9	0.9	1	9	11
#4 O=C(NCC(F)(F)F)Nc1nnc(C(F)(F)F)s1
    -5	12	-6	1	1.1	0.9	0.9	1	7	-10
#5 CCCN1C(=O)/C(=C2/C=Cc3ccccc3N2CC)SC1=S
    35	4	-6	0.9	0.6	0.8	1	0.9	18	27
#6 CSc1nsc(N/N=C/c2ccc3c(c2)OCO3)c1C#N
    1	-5	-7	1.2	1	0.9	1.1	1.4	9	-2
#7 S=C(Nc1ccccc1)N1CCN(C(=S)Nc2ccccc2)CC1
    -8	7	-2	1	1.1	1	0.9	1.1	3	-10
#8 O=C(Nc1nc2ccc(F)cc2s1)c1cccc(S(=O)(=O)N2CCc3ccccc32)c1
    -1	-20	5	0.9	1	0.8	1.2	1	17	-17
#9 CCOC(=O)C1=NN(C(=O)c2ccc(C)cc2)C(O)(c2ccc(Cl)cc2)C1 (configuration not stated)
    6	8	-2	1.1	0.9	1	0.9	1.1	-3	17
#10 N#Cc1ccc(N2CCc3ccccc3C2)c([N+](=O)[O-])c1
    7	-3	2	0.9	0.9	0.8	1	0.8	18	4
#11 CCCc1[nH]nc2c1C(c1ccc(Br)s1)C(C#N)=C(N)O2 (configuration not stated)
    6	5	100*	0.9	0.9	0.8	1	0.9	17	2
#12 Nn1cc(-c2ccccc2)nc1SCC(=O)N1CCN(S(=O)(=O)c2ccccc2)CC1
    1	-1	3	0.9	1	0.7	1	0.8	32	-8
#13 Cc1noc(C)c1S(=O)(=O)N1CCC(C(=O)N2CCN(C3CCCC3)CC2)CC1
    -1	-2	30	0.9	1	0.9	1	0.9	10	-4
#14 CCN(CC(=O)NCc1cccs1)c1nnnn1-c1ccccc1
    -10	14	1	1	1.1	0.9	0.9	0.9	13	-7
#15 CC1CCCN(C(=O)Cc2cn(Cc3cccc(Cl)c3)c3ccccc23)C1 (configuration not stated)
    -3	27	97*	1	1	0.9	0.7	0.9	9	-14

Going on with the list.
Below each compound – TNAP inh hi DEA	bIAP inh	Lmaj promast	PMI act hi M6P	TNAP act hi DEA	Diaphorase act	bIAP act	PMI activator	Diaphorase inh	TNAP inh no acc
#16 CCCN(CC(=O)Nc1cc(C)on1)S(=O)(=O)c1cccc(C(F)(F)F)c1
    0	8	14	0.9	1	0.9	0.9	1	8	-7
#17 O=C(NCc1nc2ccccc2[nH]1)C1=C[C@@H](C2CCCCC2)C[C@@H](OCc2ccc(CO)cc2)O1
    -3	-20	74*	1	1	0.9	1.2	0.9	8	-20
#18 COc1ccc(NC(=O)NC(C)c2ccncc2)cc1OC (configuration not stated)
    -6	-5	-3	0.9	1.1	0.8	1.1	0.9	20	-17
#19 CCN(CC)S(=O)(=O)c1ccc(Cl)c(C(=O)Nc2cc(C)nn2-c2ccccc2C(F)(F)F)c1
    -2	-2	0	1.1	1	1	1	1	2	-1
#20 Cn1c(NC(=O)/C=C/c2ccccc2)cc(=O)n(C)c1=O
    -3	2	-3	1	1	1	1	0.9	0	-14
#21 Cc1cc2c(c(=O)n1CCN(C)C)C(c1ccc(Cl)cc1)C(C#N)=C(N)O2 (configuration not stated)
    0	-3	-5	0.9	1	0.9	1	0.9	12	-6
#22 CN(C1=NC(=O)C(CC(=O)Nc2ccc(Br)cc2)S1)c1ccc(O)cc1 (configuration not stated)
    -1	5	-1	0.9	1	0.8	0.9	0.9	16	-8
#23 CCOC(=O)c1c(-c2ccc(C)cc2)csc1NC(=O)C1CC=CCC1C(=O)O (configuration not stated)
    -5	0	-1	1	1.1	0.9	1	1.1	14	4
#24 CCOc1ccc(-n2c(-c3ccc(OC)cc3)c[n+]3c2CCCCC3)cc1
    -3	26	100*	1	1	1	0.7	0.9	5	-11
#25 COCCn1c(C(C)C)nc2oc3ccccc3c(=O)c2c1=O
    -6	-4	-1	0.9	1.1	0.9	1	1	14	-10
#26 Oc1ccc2cccnc2c1
    -1	16	-4	0.9	1	0.9	0.8	0.9	12	-12
#27 CN(C)c1nc(N)nc(CSc2nnnn2C)n1
    -5	11	-4	1	1.1	0.9	0.9	1	9	-6
#28 CCCCCC(=O)Nc1nnn(CCC)n1
    -1	3	-2	1.1	1	1	1	1	-4	-14
#29 O=C(OCCC1Oc2cccnc2NC1=O)c1ccc(F)cc1 (configuration not stated)
    2	-2	9	1	1	1	1	1	2	-8
#30 N=C1C(c2ccccc2)=C(O)CN1c1cccc(S(=O)(=O)Nc2cccc(C(F)(F)F)c2)c1
    0	3	-7	1	1	0.9	1	0.9	14	-9

Next section:
Below each compound – TNAP inh hi DEA	bIAP inh	Lmaj promast	PMI act hi M6P	TNAP act hi DEA	Diaphorase act	bIAP act	PMI activator	Diaphorase inh	TNAP inh no acc
#31 COc1cccc(NS(=O)(=O)c2ccc(NC(C)=O)cc2)c1
    -4	8	-8	0.9	1	0.8	0.9	0.9	16	-10
#32 Cc1cccc(OCc2nnc(SCC(=O)O)n2Cc2ccccc2)c1
    0	-2	-8	1.1	1	1	1	1	1	-4
#33 NC(N)=NCCC[C@H](NC(=O)OCc1ccccc1)C(=O)O
    -3	0	29	1	1	1	1	1	3	-10
#34 Cc1c(C)c2ccc(OS(C)(=O)=O)c(C)c2oc1=O
    -2	6	-5	1.1	1	0.9	0.9	1	8	-10
#35 CCCCN(C(=O)c1cccc(S(=O)(=O)N2CCOCC2)c1)c1c(N)n(CCC)c(=O)[nH]c1=O
    -1	3	-8	1	1	0.9	1	1.1	11	-10
#36 O=C(Nc1nc2c(s1)CCc1ccccc1-2)c1cccs1
    -6	12	25	0.7	1.1	0.7	0.9	1	34	0
#37 Cc1nn(Cc2ccc([N+](=O)[O-])cc2)c(=O)n1-c1cccc(F)c1
    -4	8	-5	1	1	0.9	0.9	1	7	-3
#38 Cc1cc(C)c(S(=O)(=O)N2CCCOC2CNC(=O)C(=O)NCc2ccccn2)c(C)c1 (configuration not stated)
    -4	-9	7	1	1	1	1.1	0.9	4	-12
#39 COc1ccccc1N1CCN(CC(=O)Nc2ccc(-n3cnnn3)cc2)CC1
    3	2	-4	1	1	0.9	1	1	8	-8
#40 O=C(COC(=O)CNC(=O)c1ccccc1F)Nc1ccc2c(c1)OCCO2
    -1	-4	-9	1	1	0.9	1	1	6	-13
#41 Cc1cc(=O)n2[nH]c(N3C(=O)CCC3=O)nc2n1
    -7	3	-3	1	1.1	0.9	1	1	14	-10
#42 O=C(c1cc2ccccc2[nH]1)N1CCOCC1
    -5	31	-11	1.1	1	1	0.7	1.1	4	-4
#43 CCCC(=O)Nc1ccccc1Sc1ncnc2scc(-c3ccccc3)c12
    -4	6	55*	0.9	1	0.9	0.9	1	13	-7
#44 CC1(C)CC(=O)C(N=Nc2ccc(-c3ccccc3)cc2)=C(O)C1
    6	9	-8	1.1	0.9	0.9	0.9	1.1	6	0
#45 CSc1nnc2c(n1)OC(c1ccsc1)N(C(C)=O)c1ccccc1-2 (configuration not stated)
    -5	9	-4	1.2	1	0.8	0.9	1	22	1

The results go on.
Below each compound – TNAP inh hi DEA	bIAP inh	Lmaj promast	PMI act hi M6P	TNAP act hi DEA	Diaphorase act	bIAP act	PMI activator	Diaphorase inh	TNAP inh no acc
#46 S=C(NCc1ccccc1)NN1CCOCC1
    -2	14	-2	1	1	0.9	0.9	1	12	-7
#47 Cc1ccc(C)c(NC(=O)CCN2CC(C)OC(C)C2)c1 (configuration not stated)
    -4	0	-2	1.1	1	1	1	1.1	0	-10
#48 O=C(Nc1c(C(=O)O)[nH]c2ccccc12)NC1CCCCC1
    -10	1	19	1.2	1.1	1	1	1.3	-1	4
#49 Clc1ccccc1Cc1noc(CN2CCSCC2)n1
    -11	2	9	/	1.1	/	1	/	/	-7
#50 Cc1ccc(NC(=O)CN(C)S(=O)(=O)c2cnc[nH]2)cc1C
    3	10	-2	0.9	1	0.9	0.9	0.9	8	1
#51 CC(=O)c1c(C)[nH]c(C(=O)OCc2ccccc2)c1C
    -1	10	-1	0.9	1	0.8	0.9	0.9	16	0
#52 Cc1cc(C)cc(NC(=O)CSc2nc3[nH]ncc3c(=O)[nH]2)c1
    -5	20	-7	1	1	0.9	0.8	0.9	8	-47

Source: PubChem (several laboratories)
